TrxR1 substrate: is turned over as a substrate by rat TrxR1; O89049; purified TrxR1 substrate turnover, NADPH consumption readout; Potency, µM (highest dose often 114 µM), without a hit: at the highest dose activity change, negative = substrate turnover; 390,000 tested, 0.01% active; note: potency is the fitted concentration of half-maximal effect; % is set by controls: 0 for no effect and ±100 for the full control effect; nearly all actives have a fitted effect of over 50% in size
Target sequence (O89049 whole entry, looked up): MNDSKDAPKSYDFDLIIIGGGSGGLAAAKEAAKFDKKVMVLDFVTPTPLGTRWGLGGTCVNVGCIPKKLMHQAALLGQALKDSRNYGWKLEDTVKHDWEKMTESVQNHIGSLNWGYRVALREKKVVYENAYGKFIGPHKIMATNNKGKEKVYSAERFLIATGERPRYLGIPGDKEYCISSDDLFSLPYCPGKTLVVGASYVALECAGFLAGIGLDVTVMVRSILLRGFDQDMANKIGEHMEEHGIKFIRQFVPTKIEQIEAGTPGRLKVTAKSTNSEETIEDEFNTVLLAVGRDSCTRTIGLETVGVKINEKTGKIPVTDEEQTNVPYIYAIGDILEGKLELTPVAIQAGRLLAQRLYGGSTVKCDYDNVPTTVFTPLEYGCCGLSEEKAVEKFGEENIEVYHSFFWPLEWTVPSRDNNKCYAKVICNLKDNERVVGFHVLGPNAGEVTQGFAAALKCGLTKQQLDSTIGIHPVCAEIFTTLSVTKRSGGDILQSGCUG
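Rat TrxR1, dispensed at 90 nM, was prereduced with 400 uM NADPH (final) for 5 min at ~22 deg C, then incubated with compound 15 min before 400 uM selenite. A first-read NADPH fluorescence drop versus no-compound background flagged substrates.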
TrxR1 inh: inhibitors of rat thioredoxin reductase 1 | 390,000 tested, 1% active | AID 588453 | recombinant rTrxR1, NADPH fluorescence consumption, selenite substrate | Potency, µM (top dose mostly 114 µM), for inactives: at the top dose activity change, negative = inhibition, usual class: inhibitors; note: potency is the fitted concentration of half-maximal effect; % is set by controls: 0 for no effect and ±100 for the full control effect; nearly all actives have a fitted effect of over 65% in size
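Rat TrxR1 (90 nM in the dispensed reagent) was pre-reduced with 400 uM NADPH for 5 min at room temperature, then incubated with compound for 15 min. After 400 uM selenite was added, NADPH fluorescence (Ex 340/Em 450 nm) was followed for 8 min.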
Pin1 inh: blocks the human prolyl isomerase Pin1; Q13526; Pin1 FP peptide displacement, HiFluor488, 10 min; Potency, µM (top dose mostly 115 µM), without a hit: top-dose activity, negative = inhibition, usual class: inhibitors; 390,000 tested, 0.009% active; AID 504891; active = well fitted inhibition curve with a large enough effect in the polarisation, with a control signal flat, not every such curve was filed as active; inconclusive = small, poorly fitted or top-dose-only effect, or effect the other way, or a change in a side signal; inactive = no such curve, though single readings can be large or run the other way; the % refers to the polarisation; note: potency is the fitted concentration of half-maximal effect; % is set by controls: 0 for no effect and ±100 for the full control effect
PGK inhibitor: blocks T. brucei phosphoglycerate kinase. P07378. PGK/GAPDH coupled, Kinase-Glo luminescence, 60 min. Potency, µM (top dose mostly 57.5 µM), for inactives: top-dose activity change, negative = inhibition, usual class: inhibitors. 380,000 tested, 0.043% active. AID 602233; note: potency is the fitted concentration of half-maximal effect; % is set by controls: 0 for no effect and ±100 for the full control effect; nearly all actives have a fitted effect of over 60% in size
Target sequence (P07378 whole entry, looked up): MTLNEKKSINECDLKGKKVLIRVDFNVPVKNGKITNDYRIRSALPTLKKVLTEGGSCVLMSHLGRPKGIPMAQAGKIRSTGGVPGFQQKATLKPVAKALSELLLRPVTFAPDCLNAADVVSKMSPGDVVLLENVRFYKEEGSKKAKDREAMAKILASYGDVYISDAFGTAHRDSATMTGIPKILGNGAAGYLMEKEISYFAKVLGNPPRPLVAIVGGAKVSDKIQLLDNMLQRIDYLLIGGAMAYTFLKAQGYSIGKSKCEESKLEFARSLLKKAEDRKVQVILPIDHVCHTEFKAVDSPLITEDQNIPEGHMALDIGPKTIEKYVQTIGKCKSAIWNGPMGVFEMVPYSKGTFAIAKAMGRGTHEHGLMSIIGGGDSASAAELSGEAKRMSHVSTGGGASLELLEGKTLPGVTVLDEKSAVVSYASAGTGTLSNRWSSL
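Recombinant glycosomal PGK reaction used 1,3-bisphosphoglycerate generated in-well by GAPDH (100nM final) in 100mM TEA pH 7.6, 5mM MgCl2, 0.01% Tween-20. After 60 minutes at room temperature, ATP was read by Kinase-Glo Plus luminescence end-point.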
GLS inhibitor: glutaminase GLS (human) inhibition; AID 624170; 410,000 tested, 0.21% active; GLS enzymatic activity, qHTS titration; Potency, µM (series often up to 45.5 µM), without a hit: at the highest dose activity change, negative = inhibition, hits mostly inhibitors; note: potency is the fitted concentration of half-maximal effect; % is set by controls: 0 for no effect and ±100 for the full control effect
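hKGA in 45 mM KH2PO4 pH 8.2, 0.02% Tween-20 with pin-transferred compounds; 1 mM L-glutamine (stock) plus glutamate oxidase/HRP/Amplex Red coupling added. Fluorescence read initially and after 30 min at RT.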
PI4K2A block: blocks human PI4K2A kinase activity. Q9BTU6. purified PI4K2A, ADP-Glo luminescence, 1 h; stronger effect = lower value. activity change, negative = inhibition, % at 76.9 µM. 420,000 tested, 0.13% active; in the data active = activity change below about -50%; inconclusive = mostly about -30% to -49%;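 note: -100% = wells without enzyme as full effect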
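In this quantitative HTS, ADP production by PI4K2A was quantified luminescently after 1 h at ambient temperature; 100 microM adenosine served as plate-quality control.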
HP1b chromo inh: HP1-beta chromodomain-methylated histone interaction inhibition; P83916; AlphaScreen HP1-beta / biotin-H3K9me3 peptide binding; Potency, µM (top dose mostly 114 µM), inactives show at the highest dose activity change, negative = inhibition, usual class: inhibitors; 390,000 tested, 0.56% active; AID 540317; note: potency is the fitted concentration of half-maximal effect; nearly all actives have a fitted effect of over 70% in size; inactives centre near 23
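HP1-beta protein (50 nM final) preincubated 30 min at room temperature with biotinylated H3(1-18)K9me3 peptide (50 nM) in PBS pH 7.4, 0.01% Tween-20, then compound added for 30 min. AlphaScreen streptavidin donor/nickel chelate acceptor beads (10 ug/mL final), 30 min dark, luminescence read.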
USP1 inh: inhibitors of human USP1/UAF1 deubiquitinase; O94782; AID 743255; Potency, µM (doses to about 57.1 µM), for the others: top-dose activity change, negative = inhibition, hits mostly inhibitors; recombinant USP1/UAF1, Ub-Rhodamine cleavage fluorescence; 390,000 tested, 0.23% active; note: potency is the fitted concentration of half-maximal effect; % is set by controls: 0 for no effect and ±100 for the full control effect; nearly all actives have a fitted effect of over 60% in size; inactives centre near -12
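In this screen, compounds sit with the deubiquitinase complex (1nM) for 15 min at room temperature before Ub-Rho is added at 150nM final. Fluorescence rise is then followed for 6 reads every 60 seconds.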
mIDH1 inhibitor: inhibitors of human mutant IDH1 R132H; AID 602179; Potency, µM (series often up to 76.6 µM), without a hit: at the top dose activity change, negative = inhibition, usual class: inhibitors; 390,000 tested, 0.093% active; IDH1-R132H enzyme, NADPH consumption, diaphorase/resazurin fluorescence; O75874; note: potency is the fitted concentration of half-maximal effect; % is set by controls: 0 for no effect and ±100 for the full control effect; nearly all actives have a fitted effect of over 65% in size
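IDH1-R132H (0.5 ug/mL) preincubated 30 min with compound, then NADPH (0.016 mM) and alpha-KG (2 mM) added; 80 min at RT, pH 7.5. Remaining NADPH coupled via diaphorase/resazurin to fluorescence (540/590 nm); concentration-response curves normalized to no-enzyme control.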
Starred values were filed as active, the others as inactive; i = inactive; ? = inconclusive; · = no result given; [ ] = dose if it differs, or a comment. Unless noted, calls come from the whole dose curve; as a rule, active = well fitted curve in the direction sought with a large enough effect; inconclusive = small, poorly fitted or top-dose-only effect, or another doubt; inactive = no such curve, though single readings can be large; an effect the other way counts as inactive or inconclusive.

Sample of the layout:
SMILES	TrxR1 substrate	TrxR1 inh	Pin1 inh	PGK inhibitor	GLS inhibitor	PI4K2A block	HP1b chromo inh	USP1 inh	mIDH1 inhibitor
CC1CCCN(S(=O)(=O)c2ccc(NC(=O)C3CC(=O)N(C(C)(C)C)C3)cc2)C1 (configuration not stated)	0%	17%	2%	-6%	-2%	-2	21%	-11%	5%
COc1ccc(CCNC(=O)C(C(=O)c2ccccc2)n2cc(Cl)ccc2=O)cc1OC (configuration not stated)	-11%	-19%	-2%	-3%	-5%	2	41%[activator]	-11%	3%
O=S1(=O)CC=C(CSC(=S)NC2CCS(=O)(=O)C2)C1 (configuration not stated)	2%	1%	-6%	i	5%	-8	60%[activator]	-20%	-2%
O=C(Cc1ccccc1[N+](=O)[O-])NC1CC1	7%[57.1 µM]	17%	4%	6%	-9%	4	21%	-11%	-4%
COc1ccc(CCNC(=O)CSc2nc3ccccc3c3nc(CCN4CCCCC4)nn23)cc1OC	-1%[57.1 µM]	13%[57.1 µM]	4%	i	-5%	1	28%	-9%	-2%
COc1ccc(Cl)cc1C(=O)O/N=C(\N)c1ccncc1	10%[57.1 µM]	-2%[57.1 µM]	1%	-2%	-5%	-4	24%	-5%	1%

This part in full (from the top)
SMILES	TrxR1 substrate	TrxR1 inh	Pin1 inh	PGK inhibitor	GLS inhibitor	PI4K2A block	HP1b chromo inh	USP1 inh	mIDH1 inhibitor
CC1CCCN(S(=O)(=O)c2ccc(NC(=O)C3CC(=O)N(C(C)(C)C)C3)cc2)C1 (configuration not stated)	0%	17%	2%	-6%	-2%	-2	21%	-11%	5%
COc1ccc(CCNC(=O)C(C(=O)c2ccccc2)n2cc(Cl)ccc2=O)cc1OC (configuration not stated)	-11%	-19%	-2%	-3%	-5%	2	41%[activator]	-11%	3%
O=S1(=O)CC=C(CSC(=S)NC2CCS(=O)(=O)C2)C1 (configuration not stated)	2%	1%	-6%	i	5%	-8	60%[activator]	-20%	-2%
O=C(Cc1ccccc1[N+](=O)[O-])NC1CC1	7%[57.1 µM]	17%	4%	6%	-9%	4	21%	-11%	-4%
COc1ccc(CCNC(=O)CSc2nc3ccccc3c3nc(CCN4CCCCC4)nn23)cc1OC	-1%[57.1 µM]	13%[57.1 µM]	4%	i	-5%	1	28%	-9%	-2%
COc1ccc(Cl)cc1C(=O)O/N=C(\N)c1ccncc1	10%[57.1 µM]	-2%[57.1 µM]	1%	-2%	-5%	-4	24%	-5%	1%
CN1OC2C(=O)N(c3ccccc3)C(=O)C2C1c1ccc(F)cc1 (configuration not stated)	-3%	19%	1%	i	-1%	7	42%[activator]	-18%	8%
O=c1c(Cl)c(NCCCO)cnn1-c1nc2ccccc2[nH]1	-2%	3.5µM*	-3%	-23%	15%	-11	-1%	-19%	3%
CCOc1cc(-c2nc(-c3ccc(Br)cc3)no2)cc(OCC)c1OCC	-3%	1%	-14%	17%	-9%	-3	52%[activator]	9%	7%
COc1ccc(S(=O)(=O)NNC(=O)Nc2ccccc2OC)c(OC)c1	-6%	4%	2%	-5%	6%	-1	20%	-8%	0%
COc1ccc(NC(=O)CSc2nc(N)c(C#N)cc2C#N)cc1	13%	36%	?	-5%	-5%	-8	17%	12%	6%
CCn1c(SCC(=O)N2CCCC2)nc2ccccc2c1=O	4%	10%	2%	0%	-3%	-4	26%	-16%	4%
CC1CN(S(=O)(=O)c2cc(C(=O)N(C)Cc3cccs3)ccc2Cl)CC(C)O1 (configuration not stated)	-9%	-5%	-3%	-8%	7%	-2	16%	-1%	4%
O=C1c2ccccc2C(O)(c2ncc[nH]2)N1CCc1ccccc1 (configuration not stated)	12%	12%	-2%	·	2%	-3	21%	-9%	2%
CCOC(=O)C1(CCCc2ccccc2)CCN(C(=O)CCN2CCCCC2=O)CC1	-2%	15%	-2%	i	2%	-2	29%	-12%	12%
CCCc1nnc(NC(=O)CCC(=O)NC2CCCCC2)s1	8%	31%	-2%	-8%	-1%	-1	12%[57 µM]	-23%	9%
Cc1ccccc1N(CC(=O)NCc1ccco1)C(=O)CCC(=O)Nc1nccs1	6%[57.1 µM]	7%[57.1 µM]	-2%	0%	0%	-7	20%	-16%	9%
CCC(=O)Nc1cccc(-c2csc(-c3ccccc3)n2)c1	0%	-8%	-11%	2%	9%	-3	29%	-6%	-2%
Cc1cccc(C)c1OC(=O)CSc1nnc(CNC(=O)c2ccccc2)o1	-10%	5%	-6%	4%	-14%	0	26%	9%	8%
COc1ccc(-c2nc(Cn3c(SCc4cccc(Cl)c4)nc4ccncc43)c(C)o2)cc1	11%	-5%	?	-3%	-10%	-1	43%[activator]	-23%	4%

An excerpt from above, limited to TrxR1 inh:
molecule	TrxR1 inh
O=c1c(Cl)c(NCCCO)cnn1-c1nc2ccccc2[nH]1	3.5µM*
CCOc1cc(-c2nc(-c3ccc(Br)cc3)no2)cc(OCC)c1OCC	1%

(more compounds)
SMILES	TrxR1 substrate	TrxR1 inh	Pin1 inh	PGK inhibitor	GLS inhibitor	PI4K2A block	HP1b chromo inh	USP1 inh	mIDH1 inhibitor
O=C(CCc1nnc(CCCCc2ccccc2)o1)NCCn1cccn1	-1%	22%	-3%	·	-11%	4	51%[activator]	-15%	6%
Cc1ccc(-n2c(C)cc(C3N=C(N)Nc4nc5ccccc5n43)c2C)c(C)c1 (configuration not stated)	6%	14%	-1%	-3%	21%	1	?	-20%	?
COC(=O)C(Cc1ccc(O)cc1)NC(=O)NC12CC3CC(CC(C3)C1)C2 (configuration not stated)	-8%[57.1 µM]	5%[57.1 µM]	0%	-15%	0%	3	51%[activator]	-22%	0%
Cc1nc2cc(C(=O)NCc3cccnc3)ccc2n1-c1ccc(F)cc1F	0%	19%	13%	-9%	-1%	0	26%	-12%	8%
O=C(CCCN1C(=O)c2ccccc2C1=O)Nc1nncs1	1%	5%	1%	-4%	2%	-1	21%	-17%	9%
CCN(CC)S(=O)(=O)c1ccc(N/N=C(\C)c2ccncc2)nc1	-6%	10%	-8%	3%	5%	2	7%	-8%	2%
COc1cccc(C(=O)OC2CCN(C)CC2)c1	-5%	6%	-2%	-10%	0%	-2	44%[activator]	-3%	-3%
Cc1ccc(OCC(=O)Nc2ccc3c(c2)nc(CCN2CCN(C)CC2)n3C)cc1	5%	10%	-3%	-2%	-1%	3	62%[activator]	-11%	8%
COc1ccc(S(=O)(=O)NNC(N)=S)cc1	6%[57.1 µM]	5%[57.1 µM]	0%	0%	5%	2	45%[activator]	-5%	-6%
CCC(=O)Nc1ccc(C(=O)OCC(=O)c2ccc(C)c([N+](=O)[O-])c2)cc1	-11%	-20%	3%	0%	4%	-2	27%	-9%	6%
C/C(CC(=O)NC(C)(C)C)=N\NC(N)=S	9%	-10%	1%	i	6%	0	?	-12%	0%
O=C(CNC(=O)[C@@H]1Cc2ccccc2CN1)NCc1ccco1	-3%	25%	-5%	i	1%	-4	48%[activator]	-8%	-6%
O=C(O)c1cccc(S(=O)(=O)Nc2ccccc2N2CCOCC2)c1	-7%	-3%	-18%	-5%	20%	1	26%	0%	4%
COC(=O)c1sccc1Oc1ccc(Cl)cc1N1C(=O)CCC1=O	1%[57.1 µM]	14%[57.1 µM]	-1%	-5%	-9%	0	14%	-2%	1%
Cc1ccc(NC(=O)Cn2nc(C)c([N+](=O)[O-])c2C)cc1C	-1%	11%	9%	-4%	-2%	-3	38%	-24%	-2%
COc1ccccc1CNC(=O)CN(C)S(=O)(=O)c1ccc(F)cc1	-3%[57.1 µM]	-5%[57.1 µM]	0%	-3%	2%	2	-10%	-2%	-16%
COc1ccc(NC(=O)CN(C)C(=O)c2cnc(Cl)c(Cl)c2)cc1	9%	35%	-2%	4%	-2%	1	24%	-21%	-5%
COc1cccc(-c2nc(SCC(=O)NC3CCCC3)c(-c3ccccc3)[nH]2)c1	1%	-2%	-2%	1%	-3%	2	-13%	-9%	-11%
CC1(CCCN2C(=O)c3ccccc3C2=O)OCCO1	2%	22%[57.1 µM]	2%	-3%	-1%	0	34%[activator]	4%	-2%
O=C(Cc1cccs1)NCc1cc(Cl)cc(Cl)c1	0%	14%	-1%	-10%	-2%	-1	48%[activator]	-28%	1%
CC(C)COC(=O)N1C[C@H](O)C[C@H]1C(=O)Nc1ccc(Cl)cc1	10%[57.1 µM]	5%[57.1 µM]	0%	-3%	10%	8	-6%	-12%	20%
CCCN(CCC)C(=O)c1ccc2c(c1)S(=O)(=O)c1ccccc1C2=O	6%	20%	-2%	0%	1%	-7	4%	-16%	-6%
CCc1ccc(NC(=O)C(C)OC(=O)Cc2cc(OC)c(OC)c(OC)c2)cc1 (configuration not stated)	3%[57.1 µM]	3%[57.1 µM]	-1%	3%	-5%	7	23%	-1%	9%

This is a subset, so the mix of outcomes need not match the whole.
